IL1B secr inh = inflammasome signaling inhibition, IL-1 beta readout; THP-1 LPS/ATP IL-1B secretion, AlphaLISA, 16 h; active compounds read low; activity change, % at 57.5 µM; 360,000 tested, 4.7% active; in the data active = activity change below about -50%; inconclusive = mostly about -30% to -49%; note: % is set by controls: 0 for no effect and ±100 for the full control effect
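Secreted IL-1B measured by AlphaLISA bead assay after 16 h compound exposure of THP-1 cells; compounds (final up to 57.5 uM) added 1 h before LPS (250 ng/mL) and ATP (1.25 mM) stimulation; lower signal means less secretion.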
MCF10A rereplic = inducers of DNA re-replication in MCF 10A breast cells. Potency, µM (doses to about 46.1 µM), inactives show top-dose activity, positive = re-replication, actives largely listed as activators. MCF 10A DNA re-replication, Hoechst nuclear intensity, 48 h. 350,000 tested, 2.9% active. AID 624296; note: potency is the fitted concentration of half-maximal effect; % of control where 0% means no effect; nearly all actives have a fitted effect of over 50% in size
ATXN2 expr inh = ATXN2 expression inhibition. HEK-293 ATXN2-luciferase reporter, luminescence, 24 h. Potency, µM (titrated, usually from 57 µM), without a hit: top-dose activity change, negative = inhibition, usual class: inhibitors. 360,000 tested, 0.72% active; note: potency is the fitted concentration of half-maximal effect; % is set by controls: 0 for no effect and ±100 for the full control effect; nearly all actives have a fitted effect of over 55% in size
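qHTS (up to 57 uM final) was run with 24 h compound exposure of reporter cells at 37 °C. Each well was multiplexed: SteadyGlo luminescence measured ATXN2-luciferase expression after a fluorogenic Gly-Phe-AFC viability readout (25 uM final).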
HT1080 IDH1KD tx = kills HT-1080 cells with IDH1 knockdown; HT-1080 IDH1 knockdown viability, ATP luminescence, 48 h; Potency, µM (top dose mostly 46.1 µM), for the others: top-dose activity, negative = toxicity, hits mostly cytotoxic; 360,000 tested, 2% active; AID 686971;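 note: potency is the fitted concentration of half-maximal effect; 0% = DMSO wells and -100% = cell-free medium wells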
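After a 2 h attachment period, IDH1KD HT-1080 cells took pin-transferred compound for 48 h at 37 °C; ATP-based luminescence after 10 min room-temperature reagent incubation reported viability.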
KB-V1 cytotox = kills drug-selected multidrug resistant KB-V1 cells; KB-V1 MDR cells viability, CellTiter-Glo, 72 h; Potency, µM (series often up to 46.1 µM), for inactives: at the highest dose activity change, negative = cytotoxicity, usual class: cytotoxic; 400,000 tested, 3.4% active; note: potency is the fitted concentration of half-maximal effect; % is set by controls: 0 for no effect and ±100 for the full control effect; nearly all actives have a fitted effect of over 60% in size
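Following 72 h at 37 degrees C with compound, KB-V1 cell viability was read by CellTiter-Glo luminescence, medium being phenol-red-free DMEM plus 10% FBS; concentration-response parameters came from normalized, curve-fitted qHTS data.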
S2 tox = reduces viability in counter-screen for ATXN expression inhibitors; S2 cells (HEK-293 line with an ATXN2-luciferase reporter) viability, CellTiter-Fluor protease fluorescence, 24 h; Potency, µM (series often up to 56.7 µM), actives largely listed as cytotoxic; 400,000 tested, 0.49% active; note: potency is the fitted concentration of half-maximal effect; nearly all actives have a fitted effect of over 40% in size
KB-3-1 cytotox = kills parental KB-3-1 adenocarcinoma cells. AID 1347075. 400,000 tested, 1.4% active. Potency, µM (series often up to 46.1 µM), inactives show at the highest dose activity change, negative = cytotoxic, usual class: cytotoxic. KB-3-1 viability, CellTiter-Glo ATP luminescence, 72 h; note: potency is the fitted concentration of half-maximal effect; % is set by controls: 0 for no effect and ±100 for the full control effect; nearly all actives have a fitted effect of over 60% in size
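KB-3-1 parental drug-naive adenocarcinoma cells in DMEM/10% FBS, incubated 72 h at 37 C with pin-transferred compounds across a concentration series. Viability by CellTiter-Glo luminescence; concentration-response curves fitted after normalization.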
HT1080NT lethal = kills 2HG-producing HT-1080-NT fibrosarcoma cells; 360,000 tested, 1.6% active; Potency, µM (titrated, usually from 46.1 µM), without a hit: at the top dose activity, negative = less viability, most hits filed as cytotoxic; HT-1080-NT fibrosarcoma viability, CellTiter-Glo ATP luminescence, 48 h;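 note: NT is the 2HG producing partner of a matched IDH1 knockdown line; potency is the fitted concentration of half-maximal effect; 0% = DMSO-treated cells and -100% = media-only wells without cells; nearly all actives have a fitted effect of over 55% in size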
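Compounds were tested in concentration-response format on HT-1080-NT cells for 48 hours at 37 degrees C. Cell viability came from CellTiter-Glo luminescence; curves were classified by r2, response magnitude and activity.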
SW480 rereplic = DNA re-replication induction in SW480 cells | SW480 DNA re-replication, Hoechst DNA content imaging, 48 h | Potency, µM (series often up to 46.1 µM), without a hit: at the highest dose re-replication activation, hits mostly activators | 340,000 tested, 1.8% active; note: potency is the fitted concentration of half-maximal effect; % of control where 0% means no effect; nearly all actives have a fitted effect of over 55% in size
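Readout is total intensity of Hoechst-stained nuclei, excited at 405 nm and collected at 500-530 nm. Compound treatment lasted 48 hr at 37 C in 5% CO2 before staining.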
* hit, by the source's call; i = inactive; ? = inconclusive; · = no result given; & = joins results of further samples; [ ] = another dose, or the depositor's remark. Unless noted, calls come from the whole dose curve; as a rule, active = well fitted curve in the direction sought with a large enough effect; inconclusive = small, poorly fitted or top-dose-only effect, or another doubt; inactive = no such curve, though single readings can be large; an effect the other way counts as inactive or inconclusive.

SMILES	IL1B secr inh	MCF10A rereplic	ATXN2 expr inh	HT1080 IDH1KD tx	KB-V1 cytotox	S2 tox	KB-3-1 cytotox	HT1080NT lethal	SW480 rereplic
Cc1cc(N2CCOCC2)nc2ccc(NC(=O)CCC(=O)N3CCN(c4ccccc4)CC3)cc12	14	1%	2%	0%	1%	i	3%	5%	-6%
O=C(COC(=O)CCc1ccc(S(=O)(=O)N2CCOCC2)cc1)Nc1ccccc1OC(F)F	21	-2%	5%	19%	?	i	13%	14%	-6%
CC1CC(C)CN(c2ccc(C(=O)NCc3ccc4c(c3)OCO4)cc2[N+](=O)[O-])C1 (stereo not drawn)	?	10%	2%	11%	0%	?	-1%	1%	11%
COc1nc(N)nc(N)c1NS(=O)(=O)c1ccc(C)cc1	24	-1%	-4%	1%	20%	i	2%	4%	-6%
COc1cc(/C=C2/SC(=O)NC2=O)ccc1OCc1ccccc1	102	26µM*	18%	?	8%	i	0%	23µM*	17%
COc1ccc(S(=O)(=O)N(C)C[C@H]2Oc3ccc(NC(=O)Nc4ccccc4)cc3C(=O)N([C@H](C)CO)C[C@@H]2C)cc1	-30	16%	-16%	0%	6%	?	-21%	-10%	-3%
COc1ccc(N2C(=O)C3C4C=CC(c5ccccc5)(C3C2=O)C2C(=O)N(c3ccc(OC)cc3)C(=O)C42)cc1 (stereo not drawn)	13	4%[9.22 µM]	21%	5%	-18%	i	-10%	0%	-49%[inhibitor]
CCC(C)Nc1nc(CN2CCOCC2)nc2sc3c(c12)CCC3 (stereo not drawn)	21	13%	-3%	0%	-18%	i	?	0%	-20%
COc1ccc(-c2c(C(F)(F)F)nn(C)c2NC(C)=O)cc1	14	-10%	6%	10%	-19%	i	6%	15%	?
COc1cc(C=C(C#N)c2ccc([N+](=O)[O-])cc2)ccc1O	-8	·	·	9%	4%	?	-9%	6%	·
CCOc1ccc(-c2nnc(N(CC)C(=O)C3CCC3)s2)cc1	?	16%	31%[activator]	-7%	-6%	i	10%	-1%	13%
CC(C)CC(=O)NC(=S)Nc1ccccc1N1CCCC1	36	6%	·	-13%	-22%	i	-1%	-10%	-8%
CC(=O)c1cccc(NCC(=O)Nc2cccc(S(=O)(=O)N3CCCCC3)c2)c1	-6	19%	-7%	-1%	-11%	?	5%	1%	-5%
O=[N+]([O-])c1cc(C(F)(F)F)ccc1NCCOc1ccccc1	-78*	-4%	64%[activator]	-2%	-20%	i	-11%	-4%	18%
CC1=CCC2C(=O)N(c3ccc(OC(=O)c4ccco4)cc3)C(=O)C2C1 (stereo not drawn)	11	-9%	10%	0%	-7%	i	-1%	3%	-8%
O=C(NCc1ccncc1)c1ccc2nc(Cc3ccccc3F)oc2c1	-7	-2%	-4%	-22%	-13%	i	-15%	-16%	-2%
Cc1ccc(CNC(=O)CN(C)S(=O)(=O)c2ccc(Br)s2)cc1	·	·	4%	·	8%	i	-1%	·	·
COc1ccc(C2c3c(noc3C)CC(C)(O)C2C(C)=O)cc1 (stereo not drawn)	-14	-1%	10%	11%	13%	i	-10%	13%	-1%
CCN=C1SC(CC(=O)Nc2sc(C)c(C)c2C(=O)OC)C(=O)N1CC (stereo not drawn)	-2	-3%	-7%	8%	-26%	i	0%	-1%	2%
COc1cc(C(=O)NCC(c2cccnc2)N2CCN(c3ccc(F)cc3)CC2)cc(OC)c1OC (stereo not drawn)	16	13%	-34%[11.3 µM]	-9%	?	?	-1%&-2%	0%	-1%
Cc1ccc(S(=O)(=O)N(C)/N=C/C=C/c2ccccc2)cc1	27	-1%	-2%	-1%	-19%	i	-3%	-6%	0%
O=C(NC1CCCCC1)c1cc(-c2ccccn2)nc2ccccc12	15	1%	-1%	-21%	-15%	i	-6%	-15%	-3%

Looked up above.
COc1cc(C(=O)NCC(c2cccnc2)N2CCN(c3ccc(F)cc3)CC2)cc(OC)c1OC (stereo not drawn) in IL1B secr inh: 16
Cc1ccc(CNC(=O)CN(C)S(=O)(=O)c2ccc(Br)s2)cc1 in KB-V1 cytotox: 8%

Some of these compounds in order of number of heavy atoms, lowest first:
SMILES	IL1B secr inh	MCF10A rereplic	ATXN2 expr inh	HT1080 IDH1KD tx	KB-V1 cytotox	S2 tox	KB-3-1 cytotox	HT1080NT lethal	SW480 rereplic
CC(C)CC(=O)NC(=S)Nc1ccccc1N1CCCC1	36	6%	·	-13%	-22%	i	-1%	-10%	-8%
Cc1ccc(S(=O)(=O)N(C)/N=C/C=C/c2ccccc2)cc1	27	-1%	-2%	-1%	-19%	i	-3%	-6%	0%
CCOc1ccc(-c2nnc(N(CC)C(=O)C3CCC3)s2)cc1	?	16%	31%[activator]	-7%	-6%	i	10%	-1%	13%
CCC(C)Nc1nc(CN2CCOCC2)nc2sc3c(c12)CCC3 (stereo not drawn)	21	13%	-3%	0%	-18%	i	?	0%	-20%
O=C(NC1CCCCC1)c1cc(-c2ccccn2)nc2ccccc12	15	1%	-1%	-21%	-15%	i	-6%	-15%	-3%
CCN=C1SC(CC(=O)Nc2sc(C)c(C)c2C(=O)OC)C(=O)N1CC (stereo not drawn)	-2	-3%	-7%	8%	-26%	i	0%	-1%	2%
O=C(NCc1ccncc1)c1ccc2nc(Cc3ccccc3F)oc2c1	-7	-2%	-4%	-22%	-13%	i	-15%	-16%	-2%
CC(=O)c1cccc(NCC(=O)Nc2cccc(S(=O)(=O)N3CCCCC3)c2)c1	-6	19%	-7%	-1%	-11%	?	5%	1%	-5%
COc1cc(C(=O)NCC(c2cccnc2)N2CCN(c3ccc(F)cc3)CC2)cc(OC)c1OC (stereo not drawn)	16	13%	-34%[11.3 µM]	-9%	?	?	-1%&-2%	0%	-1%
COc1ccc(N2C(=O)C3C4C=CC(c5ccccc5)(C3C2=O)C2C(=O)N(c3ccc(OC)cc3)C(=O)C42)cc1 (stereo not drawn)	13	4%[9.22 µM]	21%	5%	-18%	i	-10%	0%	-49%[inhibitor]

Screening data as filed in PubChem BioAssay.
